Screens from PubChem.
HUVEC prolif 384 = human endothelial cell proliferation inhibition | HUVEC proliferation, CellTiter-Glo luminescence, 72 h; hits give low values | viability, % at 10 µM (by protocol) | actives 1.1% (n = 86,000) | AID 648;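 active means viability at or below 30%; inactive means viability above 30%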;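 further: 100% = median luminescence of DMSO-only cell control wells on each plate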
S1P2 ag = activates the human S1P2 receptor; O95136; S1P2-expressing cell line, agonist reporter read-out; activation, % at 4.5 µM; actives 0.46% (n = 97,000); in the data active means activation above about 16%;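 further: 0% = vehicle low control and 100% = maximal reference agonist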
sEH activator = activators of human soluble epoxide hydrolase; actives 0.04% (n = 91,000); purified human sEH enzymatic activity, activator screen; P34913; activation, % at 2 µM; in the data active means activation above about 37%; further: values of inactives mirror those of a sister screen read the other way
Fibroblast inh = blocks proliferation of human lung fibroblasts; LL 47 human lung fibroblast viability, ATP luminescence; hits give low values; actives 1.1% (n = 85,000); viability, % at 10 µM; AID 719;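 active means viability at or below 50% in the single dose screen; inactive means viability above 50%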;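 further: compound exposure lasted 72 h before the ATP readout; 100% = median luminescence of untreated cell-only wells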
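test system = LL 47 human lung fibroblasts | amount = 1,150 fibroblasts seeded per well | medium = 15% FBS in IMEM | times = overnight cell rest, 72 h compound treatment at 37 °C | measured by = CellTiter-Glo luminescence measuring cellular ATP | read-out = viability percentage against median untreated-cell control | benchmarks = cell-only wells, no compound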
LYP act = increases human PTPN22 phosphatase activity; Q9Y2R2; recombinant LYP, DiFMUP fluorescence; 0 = plate median, 100 = signal doubled; activation, % at 2 µM; actives 0.11% (n = 96,000);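 active means activation at 2 µM above a set limit, the mean plus 5 SD, cut at about 37% in these data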
Target sequence (Q9Y2R2 whole entry, looked up): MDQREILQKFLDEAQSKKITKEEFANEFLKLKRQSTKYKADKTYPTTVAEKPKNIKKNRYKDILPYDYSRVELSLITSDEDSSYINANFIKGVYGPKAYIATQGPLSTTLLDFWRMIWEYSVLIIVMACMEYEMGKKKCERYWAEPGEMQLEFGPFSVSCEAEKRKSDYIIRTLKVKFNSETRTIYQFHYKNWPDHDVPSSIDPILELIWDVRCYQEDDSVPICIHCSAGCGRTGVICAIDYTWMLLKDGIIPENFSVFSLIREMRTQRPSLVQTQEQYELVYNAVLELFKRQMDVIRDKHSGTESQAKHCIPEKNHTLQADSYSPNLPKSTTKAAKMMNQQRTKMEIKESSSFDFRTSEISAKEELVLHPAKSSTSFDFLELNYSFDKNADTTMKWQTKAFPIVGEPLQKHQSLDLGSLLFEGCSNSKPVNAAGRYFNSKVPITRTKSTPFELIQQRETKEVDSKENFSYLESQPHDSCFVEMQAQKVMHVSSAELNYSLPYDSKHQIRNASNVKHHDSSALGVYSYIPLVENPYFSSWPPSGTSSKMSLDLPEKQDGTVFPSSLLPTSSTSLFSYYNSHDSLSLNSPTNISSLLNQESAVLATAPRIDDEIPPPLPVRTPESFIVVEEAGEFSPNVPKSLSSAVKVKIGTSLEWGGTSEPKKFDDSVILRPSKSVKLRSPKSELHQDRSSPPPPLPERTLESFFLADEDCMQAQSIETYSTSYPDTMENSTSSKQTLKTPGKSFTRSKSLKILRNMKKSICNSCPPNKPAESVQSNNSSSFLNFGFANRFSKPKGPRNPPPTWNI
PostGolgi ctrl = inhibits growth of the yeast control strain. efflux-deficient yeast background strain, growth absorbance A615, 16 h. inhibition, % at 10 µM. actives 5% (n = 98,000); in the data active means inhibition above about 30%
S1P2 antag = blocks the human S1P2 receptor | O95136 | cell-based S1P2 antagonist assay, inhibition at 5 uM | inhibition, % at 5 µM | actives 0.21% (n = 97,000); in the data active means inhibition above about 45%;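 further: CRE beta-lactamase reporter cells expressing human S1P2 stimulated with S1P; 0% = agonist at EC80 alone and 100% = agonist plus reference antagonist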
sEH inh = soluble epoxide hydrolase (human) inhibition; inhibition, % at 2 µM; actives 0.34% (n = 91,000); P34913; recombinant human sEH enzymatic activity assay; in the data active means inhibition above about 80%; further: values of inactives mirror those of a sister screen read the other way; many of its hits are not listed in these tables
H69AR growth 86K = growth inhibitors of human H69AR lung tumor cells. H69AR lung tumor viability, ATP luminescence, 72 h; hits give low values. viability, % at 10 µM. actives 6% (n = 85,000). AID 598;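 active means viability at or below 40%; inactive means viability above 40%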;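 further: multidrug resistant small cell line overexpressing MRP-1 efflux transporter; 100% = mean luminescence of untreated control wells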
* hit, by the source's call; x = not tested or not shown. A portion of the library; count on the stated rates, not on these rows.

SMILES	HUVEC prolif 384	S1P2 ag	sEH activator	Fibroblast inh	LYP act	PostGolgi ctrl	S1P2 antag	sEH inh	H69AR growth 86K
O=C(NCCSc1c[nH]c2ccccc12)C1CC1	96	-4	2	94	-8	1	-24	0	59
COc1ccccc1N1CCN(C(=O)c2cc3n(n2)C(C(F)(F)F)CC(c2ccco2)N3)CC1 (configuration not stated)	95	x	x	98	x	2	x	x	79
O=C(c1ccc(Br)s1)N1CCN(C/C=C/c2ccccc2)CC1	103	-1	-5	90	1	28	10	2	80
O=C(Cc1cccs1)Nc1ccccc1C(=O)O	113	-7	14	104	-1	3	8	-16	91
O=C(c1ccc(Cn2cc([N+](=O)[O-])cn2)o1)N1N=C(C(F)F)CC1(O)C(F)F (configuration not stated)	x	-7	8	x	8	3	18	-6	x
C=CCn1c(SCc2c(C)noc2C)nc2cc(C(=O)O)ccc2c1=O	47	-7	0	85	2	3	14	1	94
COc1ccc(NC(=S)NN2CCN(C)CC2)cc1	x	0	-2	x	2	6	6	5	x
O=C(CCn1nnc(-c2cccs2)n1)N1CCc2ccccc2C1	93	-7	19	107	0	7	6	-18	89
COc1ccc(C(c2sc3nc(C)nn3c2O)N2CCc3ccccc3C2)cc1 (configuration not stated)	113	x	x	94	x	5	x	x	96
Cn1c(N2CCN(C(=O)Nc3ccc(F)cc3)CC2)nc2ccccc21	92	-4	11	93	1	x	-18	-9	80
Cc1nc2cc(N3CCCCC3)c(NC(=O)c3ccncc3)cc2c(=O)n1Cc1ccccc1	x	-4	14	x	-10	0	-17	-13	x
C=CCn1c(C)cc(C)c(C#N)c1=O	x	-4	0	x	8	4	8	0	x
CCCc1nc2ccccc2c(=O)n1NC(=O)c1c(O)c2cccc3c2n(c1=O)CCC3	97	0	12	75	-8	29	-17	-15	18*
CCN(CC)c1ccc(CN(C(=O)c2ccco2)C2CCS(=O)(=O)C2)cc1 (configuration not stated)	94	-4	4	94	13	-1	-20	-4	85
COc1cc2c(cc1OC)C(C(=O)N1CCCCC1)C(c1ccccc1F)N(C)C2=O (configuration not stated)	101	x	x	101	x	2	x	x	85
CCOC(=O)C1CCN(C(=O)COc2cc(C)c(Br)cc2C)CC1	102	1	16	105	9	23	-31	-15	157
O=C(CN1CCN(Cc2ccccc2Cl)C1=O)NCc1ccco1	97	-8	-4	100	-4	15	2	5	98
CCC(C)NC(=O)c1ccccc1NC(=O)C(C)N(c1ccccc1)S(C)(=O)=O (configuration not stated)	87	-3	17	81	-2	-13	-15	-12	60
CC(C)Nc1nc(NC(C)C)nc(Oc2ccc(OCc3ccccc3)nn2)n1	96	-4	-7	83	6	22	-24	7	95
O=C(CCNc1n[nH]c(=O)[nH]c1=O)N1CCCCC1	99	-3	-4	97	-9	2	-2	4	82
Cc1ccc(Cn2nc(C)c(NC(=O)c3noc4c3CCCCC4)c2C)cc1	93	x	x	122	x	2	x	x	94
CC(C)C(C(=O)NC(C)(C)C)N1C(=O)c2ccccc2C1=O (configuration not stated)	97	-3	5	99	3	3	0	-6	95
COc1ccccc1C(=O)OCc1c(F)cccc1Cl	x	-3	7	x	-1	14	-7	-4	x
CC(NC(=O)c1cc(-c2cccs2)on1)c1ccccc1 (configuration not stated)	97	-4	7	108	-1	-1	20	-6	97
Cc1ccc(CC2C(=O)N(CC(=O)O)C(=O)C2C)cc1 (configuration not stated)	96	1	9	97	-2	-7	-7	-6	87
(next part)
SMILES	HUVEC prolif 384	S1P2 ag	sEH activator	Fibroblast inh	LYP act	PostGolgi ctrl	S1P2 antag	sEH inh	H69AR growth 86K
CCOC(=O)C1CCN(C(=O)C23CC4CC(CC(C4)C2)C3)CC1	104	-6	-3	100	4	0	-6	4	90
O=C(CCCOc1ccc(Cl)cc1)N1CCCCC1	92	-5	-6	94	-16	-4	-15	7	102
CC1(C)Cc2nc(N)c(=O)sc2C1	90	-1	15	98	3	-1	-4	-15	102
Cc1cc(OCc2nn[nH]n2)c2c(-c3ccccc3)cc(=O)oc2c1	90	0	8	110	-1	5	-8	-5	99
CCOc1c(Cl)cc(/C=N/O)cc1OC	103	-4	20	99	2	0	-23	-16	92
O=C(c1cc2c(s1)CCCC2)N1CCN(Cc2ccc3c(c2)OCO3)CC1	82	-6	11	98	2	27	16	-10	89
Cc1nnc(SCC(=O)NCC2CCCCC2)n(N)c1=O	89	-6	2	109	-10	5	6	-3	100
COc1cccc(NC(=O)COC(=O)c2cc(S(=O)(=O)N3CCOCC3)ccc2C)c1	x	-4	-11	x	11	-4	-16	10	x
O=C(CCC1CCCC1)N1CCN(C2CCCC2)CC1	94	x	x	87	x	-5	x	x	88
CC1CCc2c(sc(NC(=O)COC(=O)c3ccccc3NCc3ccco3)c2C#N)C1 (configuration not stated)	x	1	9	x	-4	-5	-14	-8	x
CC(C)(C)Sc1nc(O)cc(=O)[nH]1	89	0	6	94	13	-7	-9	-5	107
CCOC(=O)/C(C#N)=C/c1cc2ccccc2nc1Cl	x	-4	0	x	-8	12	-11	3	x
COC(=O)c1sc2nc(N3CCCCC3)c3c(c2c1N)CC(C)(C)N(C)C3	106	-8	4	100	-6	x	18	-1	85
O=C(COc1ccc(-c2nnc(N3CCCCC3)c3ccccc23)cc1)N1CCCCC1	91	-4	-8	107	-9	15	-16	11	104
N=C1C(c2nc3ccccc3s2)=C(O)CN1CCCO	98	-8	5	93	7	4	13	-4	94
CC(C)n1nnnc1SCC(=O)N1CCN(C(=O)c2ccco2)CC1	101	-5	6	104	-6	8	19	-2	90
Cc1nnc(SCCn2c(N3CCN(C)CC3)nc3c2c(=O)n(C)c(=O)n3C)s1	99	-2	-1	104	-2	-2	13	0	85
CC(=O)Nc1nnc(Cc2ccccc2)s1	98	-5	-9	95	-3	-8	10	8	91
CCCCCNC(=O)CCn1c(=O)oc2ccccc21	x	-5	12	x	6	26	13	-9	x
CCCS(=O)(=O)N1CCC(C(=O)NCc2ccco2)CC1	108	-4	6	97	4	11	14	-9	84
Cc1cccc(-c2nnc3n2N=C(c2ccccc2Br)CS3)c1	97	-1	-42	91	0	29	-13	41	46
CCCC(=O)Nc1nc2ccc(S(=O)(=O)N3CCCCC3)cc2s1	54	-3	-7	48*	-13	3	-25	6	20*
Cc1ccccc1Cc1c(C)nc2c(C(=O)N3CCN(Cc4ccc5c(c4)OCO5)CC3)cnn2c1C	94	-6	28	99	-7	x	-23	-25	90
CC1CCCCC12NC(=O)N(CC(=O)c1ccc[nH]1)C2=O (configuration not stated)	99	-6	-3	101	-4	8	1	2	97
O=C(Cn1cnc2c(oc3ccccc32)c1=O)NCc1ccco1	x	-5	-9	x	1	11	-10	10	x
Next results:
SMILES	HUVEC prolif 384	S1P2 ag	sEH activator	Fibroblast inh	LYP act	PostGolgi ctrl	S1P2 antag	sEH inh	H69AR growth 86K
COc1ccc(OC)c(S(=O)(=O)N2CCC(C(=O)N3CCc4ccccc4C3)CC2)c1	86	-9	-2	97	0	13	2	0	36*
CCOc1ccccc1C1N(c2ccc(F)cc2)C(=O)C2CCCN21 (configuration not stated)	93	-3	9	93	14	0	-14	-4	99
CCOC(=O)CCc1c(C)c(C#N)c2[nH]c3ccccc3n2c1=O	74	-3	4	99	-2	9	-15	-3	52
COc1ccc(CCNc2cc(N3CCN(C(=O)c4ccccc4F)CC3)ccc2[N+](=O)[O-])cc1OC	x	-7	-4	x	-12	1	22	4	x
Cc1[nH]nc2c1C(c1ccccc1F)NC2=O (configuration not stated)	98	-2	-2	100	-1	5	13	4	92
COCc1nnc(NC(=O)c2ccc(S(=O)(=O)N(C)C3CCCCC3)cc2)o1	60	-7	-28	97	-2	9	4	29	25*
CCCCOc1ccc(-c2nnn(C(C)(C)C(=O)OC)n2)cc1	94	-8	-5	100	-9	27	-10	9	103
COc1ccc(COC(=O)NNC(=O)c2ccc(OC)cc2)cc1	83	-10	3	94	-2	x	0	0	103
CSc1nncc(-c2ccc(F)cc2)n1	95	-5	4	106	-7	8	-4	-3	92
C=CCNC(=O)C1CC(=O)N(c2ccc(C)cc2)C1 (configuration not stated)	97	0	x	98	x	26	-5	x	60
CCCn1c(-c2cc(OC)c(OC)c(OC)c2)nc2nc3ccccc3nc21	87	17*	8	100	-11	8	5	-9	50
CCC/S(CC1CC1(Cl)Cl)=N\S(=O)(=O)c1ccc(C)cc1 (configuration not stated)	81	-4	11	96	-3	-6	-1	-11	105
CC(C)c1ccc(/C=C/C(=O)NC2=NCCS2)cc1	x	2	14	x	8	33*	-2	-13	x
COc1ccc(-n2c(C)cc(C(=O)COC(=O)Cn3cnc4ccccc43)c2C)cc1	92	-9	12	98	1	16	34	-8	77
N#Cc1nc(-c2ccccc2)oc1NCc1ccco1	98	-5	1	83	-7	5	12	-2	95
Cc1cc([N+](=O)[O-])c2[nH]c(C(=O)N/N=C/c3ccccc3C(=O)O)c(-c3ccccc3)c2c1	x	-6	-8	x	-6	11	4	6	x
CN1CC(c2ccccn2)C2(SC(=S)N(Cc3ccccc3)C2=O)C12C(=O)Nc1ccccc12 (configuration not stated)	76	-8	-2	88	-5	6	0	1	75
CCc1nc(SCC(=O)Nc2nc3c(s2)CCCC3)c2ccccc2n1	x	2	-5	x	1	5	-22	7	x
Cc1cc(C)c2cc3c(N)c(C(=O)N4CCc5ccccc5C4)sc3nc2c1	x	-5	6	x	-12	10	10	-4	x
CCOc1ccc(C(=O)N2CCCC2)cc1	105	1	6	110	-1	x	-11	-6	101
CC(C)(C)C1=Nn2c(nnc2-c2n[nH]c3c2CCC3)SC1	x	0	x	x	1	8	11	x	x
Clc1ccc(Nc2nc(C3CC3)cs2)cc1	x	-8	x	x	-1	3	-3	x	x
O=C1OCc2cc(NC(=O)C3CCCO3)ccc21 (configuration not stated)	98	-4	2	99	4	6	-1	-2	108
O=C(Nc1ccccc1)N(O)c1ccc(Cl)cc1	95	-5	-10	94	10	8	0	10	93
O=C(Nc1c(C(=O)N2CCCCC2)cnn1-c1ccccc1)c1ccccc1	102	-3	10	101	-1	8	0	-11	79
Later entries
SMILES	HUVEC prolif 384	S1P2 ag	sEH activator	Fibroblast inh	LYP act	PostGolgi ctrl	S1P2 antag	sEH inh	H69AR growth 86K
CCOC(=O)c1cccc(NC(=O)CNC(=O)C2CCCCC2)c1	x	-5	-10	x	9	-1	9	10	x
CC1(C)CC(=O)C(C=NCc2ccccn2)=C(O)C1	91	-8	-2	x	-4	3	15	4	98
CCC1SC2=NCCN2C1(O)c1ccc(Cl)cc1 (configuration not stated)	102	-9	6	92	-3	-4	3	-6	55
COC(=O)CN1C(=O)C(O)(CC(=O)c2ccc(Cl)cc2)c2ccccc21 (configuration not stated)	90	x	x	99	x	3	x	x	74
CCOc1ccc(-c2nnn(CC(=O)NCc3ccc4c(c3)OCO4)n2)cc1	98	-3	5	104	-4	x	-16	-2	90
c1ccc(Cc2nc(-c3ccccn3)no2)cc1	97	-10	-4	100	2	1	15	5	102
